Rab2 wt GTP: modulators of GTP binding to Rab2A wildtype, primary screen, biochemical, dog, bead-based flow cytometry, multiplex. 0.19% of 190,000 active. AID 760, 2007. Ras-related protein Rab-2A (Canis lupus familiaris), P61105. GTP binding activity, % at 10 µM. GST-Rab2 wt beads, Bodipy-GTP binding;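 active means GTP binding activity at least 20 points away from 100%, either lowered or raised; inconclusive means signal likely due to the compound's own green fluorescence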;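 further: 0% = beads with excess unlabeled GTP and 100% = no-compound control corrected for plate trend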
HRas wt GTP bind: modulators of GTP binding to HRas wildtype, primary screen, biochemical, bead-based flow cytometry, multiplex; GTPase HRas (Homo sapiens), P01112; GST-Ras wt beads, Bodipy-FL-GTP binding; actives lie on both sides; GTP binding activity, % at 10 µM; 0.14% of 190,000 active; AID 759, 2007;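 active means GTP binding activity at least 20% away from the 100% baseline, either lowered as inhibitor or raised as activator; inconclusive means flagged as likely green fluorescent, judged across all proteins in the well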;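 further: 0% = unlabeled GTP competition control and 100% = no-compound control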
Target sequence (P01112 whole entry, looked up): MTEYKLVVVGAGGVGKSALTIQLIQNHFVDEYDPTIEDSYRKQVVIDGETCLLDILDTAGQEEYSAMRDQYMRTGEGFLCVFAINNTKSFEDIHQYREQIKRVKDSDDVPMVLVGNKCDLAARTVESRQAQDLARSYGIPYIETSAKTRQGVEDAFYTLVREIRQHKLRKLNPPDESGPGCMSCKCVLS
Avidin bead fluor: green autofluorescence of compounds with avidin beads – biophysical, 488/530 nm, flow cytometry, artefact control, profiling panel. compound fluorescence 488/530 nm; active compounds read high. 0.38% of 220,000 active. fluorescence (KMESF) at 10 µM; in the data active means fluorescence above about 47; further: inactives centre near 10
Rab7 wt modul: modulators of GTP binding to Rab7, primary screen, biochemical, wildtype, multiplex bead flow cytometry; Rab7 GTPase wild type (dog), Bodipy-FL-GTP binding; GST-Rab7 beads, fluorescent GTP binding; actives lie on both sides; untreated = 100%, excess cold GTP = 0%; GTP binding activity (percent of control), % at 10 µM; 0.055% of 190,000 active;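 active means fluorescent GTP binding to Rab7 beads changed by at least 20 points from the 100% baseline, either direction, mostly lower; inconclusive means compound itself probably fluorescent, or too few beads counted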;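 further: median green fluorescence of bound Bodipy-FL-GTP per Rab7 bead population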
Rac1 wt GTP bind: wildtype Rac1 GTP binding modulators, primary screen, biochemical, GST-Rac1 beads, flow cytometry, multiplex; fluorescent GTP binding; actives lie on both sides; 0 = cold GTP competed, 100 = untreated; GTP binding activity (% of control), % at 10 µM; 0.27% of 190,000 active; AID 757, 2007;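 active means GTP binding activity at least 20 points away from the 100% control level, either lower or higher; inconclusive means compound flagged as likely green fluorescent, judged across all proteins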
Pf gametocyte: late stage P. falciparum gametocyte viability inhibitors, primary screen, ATP luminescence, HTS; P. falciparum stage V gametocytes, 24 h; inhibition, % at 10.9 µM; 0.065% of 150,000 active; AID 743093, 2013;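 active means inhibition above the mean plus 3 SD of compounds within the control limits, set per campaign, cut at about 38% in these data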;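 further: 0% = DMSO wells and 100% = medium only without gametocytes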
ABCG2 block: ABCG2 efflux pump inhibitors, primary screen, multiplex with ABCB1, IgMXP3 cells, flow cytometry. Broad substrate specificity ATP-binding cassette transporter ABCG2 (Homo sapiens), Q9UNQ0. JC-1 efflux. inhibition, % at 6.6 µM. 0.1% of 190,000 active;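 active means inhibition above 80%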;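 further: 0% = DMSO and 100% = nicardipine control wells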
Target sequence (Q9UNQ0 whole entry, looked up): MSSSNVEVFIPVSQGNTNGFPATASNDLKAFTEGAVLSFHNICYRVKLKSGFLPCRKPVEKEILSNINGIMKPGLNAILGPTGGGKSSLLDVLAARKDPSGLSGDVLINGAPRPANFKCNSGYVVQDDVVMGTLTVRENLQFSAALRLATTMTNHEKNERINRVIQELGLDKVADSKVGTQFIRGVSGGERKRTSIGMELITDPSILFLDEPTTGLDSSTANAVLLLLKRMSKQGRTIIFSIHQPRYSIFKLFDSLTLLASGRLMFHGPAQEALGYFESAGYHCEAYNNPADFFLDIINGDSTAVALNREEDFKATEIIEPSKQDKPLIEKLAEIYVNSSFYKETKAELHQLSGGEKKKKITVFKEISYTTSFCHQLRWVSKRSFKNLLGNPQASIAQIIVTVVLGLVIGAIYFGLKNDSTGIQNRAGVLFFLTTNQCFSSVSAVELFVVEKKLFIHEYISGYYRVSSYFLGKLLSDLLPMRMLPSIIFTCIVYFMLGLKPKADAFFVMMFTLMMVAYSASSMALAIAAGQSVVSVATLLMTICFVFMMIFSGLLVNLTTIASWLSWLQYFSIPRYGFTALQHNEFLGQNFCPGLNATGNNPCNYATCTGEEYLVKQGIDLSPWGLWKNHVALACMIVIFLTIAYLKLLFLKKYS
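Read-out basis: Efflux inhibition in percent versus controls | Test system: ABCG2 IgMXP3 and barcoded ABCB1 CCRF-Adr cell mix | Quantity: 3 million cells/mL in well | Schedule: 10 min at 25 °C | Control set: Nicardipine as high control, DMSO as low control | Reagent: JC-1 as fluorescent efflux pump substrate | Signal: Flow cytometry of retained JC-1 fluorescence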
ABCB1 inh: ABCB1 efflux pump inhibitors, primary screen, cell-based, multiplex, flow cytometry, ABCG2 counter-screen; ATP-dependent translocase ABCB1 (Homo sapiens), P08183; CCRF-Adr cells, JC-1 efflux; inhibition, % at 6.6 µM; 0.067% of 190,000 active; AID 1326, 2008; in the data active means inhibition above about 40%;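 further: 0% = vehicle and 100% = reference inhibitor; higher value means more JC-1 retained so stronger ABCB1 efflux block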
Rac1 mut GTP: GTP binding modulators of activated mutant Rac1, primary screen, biochemical, bead-based flow cytometry, multiplex, fluorescent GTP. Ras-related C3 botulinum toxin substrate 1 (Homo sapiens), P63000. GST-Rac1 activated beads; actives lie on both sides; 100% means binding = to untreated wells. percent activity (GTP binding), % at 10 µM. 0.11% of 190,000 active;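 active means GTP binding at least 20 percentage points away from the 100% baseline, in either direction, so actives lie on both sides; inconclusive means Compound likely fluorescent itself, or too few beads counted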
Cdc42 wt: modulators of GTP binding to wildtype Cdc42, primary screen, biochemical, multiplex bead flow cytometry, Bodipy-GTP; Cell division control protein 42 homolog (Homo sapiens), P60953; 0.2% of 190,000 active; AID 761, 2007; percent activity (GTP binding), % at 10 µM; GST-Cdc42 beads; actives lie on both sides;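 active means percent activity GTP binding at least 20 points away from the 100% baseline, either down as inhibitor or up as activator; inconclusive means compound flagged as likely green fluorescent from well-wide comparison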;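 further: median bead fluorescence of bound Bodipy-FL-GTP at 100 nM; 0% = excess unlabeled GTP control and 100% = no compound control; below 100% means less GTP binding so inhibitor and above means activator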
Target sequence (P60953 whole entry, looked up): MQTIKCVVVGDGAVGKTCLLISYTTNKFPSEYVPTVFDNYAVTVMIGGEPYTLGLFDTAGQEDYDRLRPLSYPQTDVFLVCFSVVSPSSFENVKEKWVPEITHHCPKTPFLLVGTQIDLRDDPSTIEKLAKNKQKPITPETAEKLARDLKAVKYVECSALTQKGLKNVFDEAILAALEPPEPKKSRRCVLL
GSH fluor: compound fluorescence on glutathione beads, profiling panel, artefact control, biophysical, 488/530 nm, flow cytometry. GSH beads flow cytometry, compound fluorescence 488/530 nm; active compounds read high. fluorescence (KMESF) at 10 µM. 0.25% of 190,000 active; in the data active means fluorescence above about 89;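 further: glutathione beads carrying GST-tagged Bcl family fusion proteins plus one bare bead set; values are compound well signal with DMSO vehicle wells as background; inactives centre near 16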
* hit, by the source's call; ? = inconclusive; · = not tested or not shown.

SMILES	Rab2 wt GTP	HRas wt GTP bind	Avidin bead fluor	Rab7 wt modul	Rac1 wt GTP bind	Pf gametocyte	ABCG2 block	ABCB1 inh	Rac1 mut GTP	Cdc42 wt	GSH fluor
Cc1ccc(CC(=O)NCC(C)C)cc1	95	95	7	95	99	24	-7	1.8	97	98	30
CCc1ccccc1OCc1nnc(N)s1	100	100	37	102	104	9	7	0.1	96	99	26
COc1ccccc1-n1c(SCC(=O)N(C)C2CCS(=O)(=O)C2)nc2ccccc2c1=O (stereo not drawn)	98	101	21	97	102	-25	2	0.6	98	105	10
Cc1cc(C(=O)OCC(=O)Nc2c(F)cccc2F)c(C)n1-c1ccccc1	?	?	10	?	?	16	2	0.6	?	?	17
CCCC(=O)Nc1ccc(C#Cc2ccccc2)cc1	97	97	23	95	100	-26	0	-0.1	96	95	15
O=C(O)CCNC(=O)/C(=C/C=C/c1ccccc1)NC(=O)c1ccccc1	95	95	8	96	96	-13	2	-0.1	94	92	10
COc1ccc(NS(=O)(=O)c2ccc(N3CCOCC3)c(NC(=O)c3ccccc3Cl)c2)cc1	100	100	13	95	105	-4	14	28	99	99	3
C/C(=N\Nc1cccc2cccnc12)c1ccccc1O	98	94	10	98	96	13	2	-0.5	94	94	25
CCCSc1nc2cc(C)c(C)cc2n1CC(C)O (stereo not drawn)	98	98	8	103	97	3	11	0.8	96	94	15
CCOC(=O)Cc1cc(=O)[nH]c(/N=C(\N)Nc2ccc(C)c(C)c2)n1	102	99	10	104	101	6	4	0.3	98	100	15
CN(C)S(=O)(=O)N1CCN(S(=O)(=O)c2ccccc2)CC1	99	99	10	99	101	-4	1	0.3	95	98	5
Cc1cc(NC(=O)c2ccccc2)n(-c2ccccc2)n1	101	99	11	100	100	4	2	0.3	100	101	25
Nc1nc(NC(=O)c2cccs2)nn1-c1ccccc1	102	103	28	102	102	·	2	0.1	100	106	14
COC(=O)c1ccc(NC(=O)C2C3C=CC(O3)C2C(=O)O)cc1 (stereo not drawn)	100	102	18	100	100	·	0	0.1	102	104	24
Cc1cc(N2C(=O)CCC2=O)n(-c2ccccc2)n1	101	102	11	104	105	-3	6	0.3	97	101	24
Cc1cccc(NC(=O)CCCCCN2C(=O)c3ccccc3C2=O)n1	100	100	8	100	99	·	1	0.2	97	100	37
COc1cccc(-c2nnn(CC(=O)Nc3cc(OC)c(NC(=O)c4ccco4)cc3OC)n2)c1	98	99	34	99	103	·	0	0.2	99	99	42
COc1cccc(/C(C)=N/NC(=O)Cc2c(C)[nH][nH]c2=O)c1	96	96	8	101	96	-15	4	1.0	93	93	8
Cc1ccc(S(=O)(=O)N2CCN=C2SCc2ccccc2)cc1	98	95	14	105	97	·	2	0.3	94	98	10
CCOc1cc(/C=N/NC(=O)CCCC(=O)NC2CCCCC2)ccc1O	96	97	12	100	97	·	2	0.1	98	99	5
CC(=O)C1=C(O)CCCC1=NCc1nc2ccccc2[nH]1	98	96	4	106	99	14	6	0.2	96	95	11
O=C(CC(c1ccc(F)cc1)c1ccco1)Nc1nccs1 (stereo not drawn)	96	96	11	102	98	12	1	0.3	98	95	13
O=C(Cc1cccs1)Nc1ccc(-c2nnn(CC(=O)N3CCOCC3)n2)cc1	105	106	9	104	103	·	0	0.1	102	105	21
CCOC(=O)C1CCN(C(=O)Cc2ccc(OC)c(OC)c2)CC1	99	99	5	98	100	·	1	0.3	98	100	16
CCOC(=O)COc1c(C=O)cc(Br)cc1OC	98	99	19	97	104	7	2	0.3	99	98	16
CCc1cc(-c2n[nH]c(=S)n2N)n(C)n1	97	98	7	98	103	·	11	-2.1	98	99	32
CSc1ccc(C(=S)N2CCN(C)CC2)cc1	?	?	11	?	?	·	4	1.3	?	?	15
COCCn1c(-c2ccc(Cl)cc2)cnc1SCC(=O)NCCc1ccc(OC)c(OC)c1	98	99	13	96	100	2	28	5.0	99	97	10
Cc1cc(=O)oc(C)c1C(=O)NC1CC(C)(C)NC(C)(C)C1	100	99	7	97	100	·	6	0.9	101	99	67
Cc1ccc(S(=O)(=O)N2CCC(=O)N(CCOC(=O)Nc3ccc(F)cc3)CC2)cc1	101	101	13	101	105	11	0	0.5	99	102	·

Only GSH fluor, HRas wt GTP bind and ABCG2 block (7 entries from above):
mol	GSH fluor	HRas wt GTP bind	ABCG2 block
CCOC(=O)COc1c(C=O)cc(Br)cc1OC	16	99	2
COc1cccc(/C(C)=N/NC(=O)Cc2c(C)[nH][nH]c2=O)c1	8	96	4
CCCC(=O)Nc1ccc(C#Cc2ccccc2)cc1	15	97	0
CN(C)S(=O)(=O)N1CCN(S(=O)(=O)c2ccccc2)CC1	5	99	1
O=C(O)CCNC(=O)/C(=C/C=C/c1ccccc1)NC(=O)c1ccccc1	10	95	2
COC(=O)c1ccc(NC(=O)C2C3C=CC(O3)C2C(=O)O)cc1 (stereo not drawn)	24	102	0
CCOC(=O)Cc1cc(=O)[nH]c(/N=C(\N)Nc2ccc(C)c(C)c2)n1	15	99	4

Among those listed so far, two have a thiophene ring, fused or not:
SMILES	Rab2 wt GTP	HRas wt GTP bind	Avidin bead fluor	Rab7 wt modul	Rac1 wt GTP bind	Pf gametocyte	ABCG2 block	ABCB1 inh	Rac1 mut GTP	Cdc42 wt	GSH fluor
Nc1nc(NC(=O)c2cccs2)nn1-c1ccccc1	102	103	28	102	102	·	2	0.1	100	106	14
O=C(Cc1cccs1)Nc1ccc(-c2nnn(CC(=O)N3CCOCC3)n2)cc1	105	106	9	104	103	·	0	0.1	102	105	21

Later entries
SMILES	Rab2 wt GTP	HRas wt GTP bind	Avidin bead fluor	Rab7 wt modul	Rac1 wt GTP bind	Pf gametocyte	ABCG2 block	ABCB1 inh	Rac1 mut GTP	Cdc42 wt	GSH fluor
O=C(CN1CCOCC1)NNC(=S)Nc1ccc(Cl)cc1	98	100	7	102	101	-6	1	0.0	94	98	28
Cc1ccc(CN(C(=O)c2c(F)cccc2F)C2CC(C)(C)NC(C)(C)C2)o1	101	102	7	98	107	-3	0	-1.1	103	103	46
NNC(=O)CCN1CCN(Cc2ccccc2)CC1	97	96	12	94	99	7	6	-0.7	95	98	9
Cc1cc(Cl)c(S(=O)(=O)NCc2cccnc2)cc1OCC(=O)NC1CCCCC1	100	100	11	99	103	10	13	0.7	99	102	35
CCNC(=O)Nc1ccccc1C(=O)OC	93	95	9	98	100	10	11	-0.4	95	95	17
COc1cccc(-n2c(Cc3cc(=O)[nH]c(=O)[nH]3)nnc2SCC(=O)N2CCC(C)CC2)c1	98	100	12	100	105	·	-1	0.2	99	104	34
CC#CC(=O)N1CCC(CCc2ccccc2)(C(=O)OCC)CC1	99	97	5	105	98	15	0	2.3	94	95	18
Cc1c(C(=O)Nc2nccs2)sc2nc(-c3cccs3)cc(C(F)(F)F)c12	98	99	11	97	96	5	1	0.6	96	99	16
Cc1cc([N+](=O)[O-])nn1CCCC(=O)Nc1cccnc1Cl	101	101	12	107	106	3	2	0.5	98	101	14
Cc1ncc(CC(=O)n2cc(C(=O)c3cc(Cl)ccc3O)cn2)s1	99	102	8	102	103	16	1	0.1	97	101	256*
Cc1nn(-c2ccccc2)c(C)c1P(=O)(c1ccccc1)N(C)C (stereo not drawn)	97	100	39	99	99	9	1	0.3	97	100	13
O=C(COc1cccc2ccccc12)N/N=C/c1ccc(Sc2nc3ccccc3s2)o1	98	98	15	101	102	·	27	1.9	97	99	15
O=C(/C=C\c1ccco1)Nc1ccc(N2CCN(C(=O)c3ccccc3)CC2)cc1	101	102	5	101	108	·	0	0.3	102	105	10
COc1ccc(Cl)cc1Nc1cc(C)nc2nc(C)nn12	101	100	5	97	103	·	24	0.9	98	101	13
CN1/C(=C\C=Nc2ccc3ccccc3c2)C(C)(C)c2ccccc21	107	105	38	102	108	·	2	0.6	104	106	12

Compounds above that contain a COOH group:
SMILES	Rab2 wt GTP	HRas wt GTP bind	Avidin bead fluor	Rab7 wt modul	Rac1 wt GTP bind	Pf gametocyte	ABCG2 block	ABCB1 inh	Rac1 mut GTP	Cdc42 wt	GSH fluor
O=C(O)CCNC(=O)/C(=C/C=C/c1ccccc1)NC(=O)c1ccccc1	95	95	8	96	96	-13	2	-0.1	94	92	10
COC(=O)c1ccc(NC(=O)C2C3C=CC(O3)C2C(=O)O)cc1 (stereo not drawn)	100	102	18	100	100	·	0	0.1	102	104	24

Remaining list, next part:
SMILES	Rab2 wt GTP	HRas wt GTP bind	Avidin bead fluor	Rab7 wt modul	Rac1 wt GTP bind	Pf gametocyte	ABCG2 block	ABCB1 inh	Rac1 mut GTP	Cdc42 wt	GSH fluor
Cc1cc(/C=C2\Sc3ccccc3N2C)cc(C)[n+]1CC1CCCO1 (stereo not drawn)	96	97	9	102	93	1	4	0.2	92	104	15
CCOc1ccc(C(=O)N2CCN(c3cnn(-c4ccccc4)c(=O)c3Cl)CC2)cc1	99	98	6	102	103	·	3	1.0	94	98	15
CCOC(=O)C1=C(C)OC(N)=C(C#N)C1c1ccc(C)s1 (stereo not drawn)	95	97	6	93	95	14	4	-0.2	93	95	19
Cc1cccc(N2CCN(C(=O)C3CCN(S(=O)(=O)N4CCOCC4)CC3)CC2C)c1 (stereo not drawn)	102	98	7	97	99	17	2	0.6	98	105	12
COc1ccc(S(=O)(=O)NCc2ccccc2Cl)cc1OC	100	104	11	101	107	·	2	0.6	100	103	24
CC(C)C(=O)N1CCN(c2nc(-c3ccccc3)c3c(c2C#N)CCCC3)CC1	100	101	37	96	102	-27	3	2.5	98	102	14
CCOC(=O)c1ccc(NC(=O)CN2C(=O)C(C)SC(C)C2=O)cc1 (stereo not drawn)	98	96	21	96	98	4	13	0.1	97	98	14

Source: PubChem BioAssay
